High-throughput results (PubChem BioAssay)
FBW7 activator: FBW7 E3 ligase activators, primary screen, biochemical, AlphaScreen, human | AlphaScreen FBW7–phospho-cyclin E peptide binding, activator screen | normalized activity (activation), % at 26.1 µM | 650,000 compounds, 0.13% hits; in the data active = normalized activity above about 1.9%;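 also: purified mutant Fbw7 with reduced substrate affinity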
TEAD-YAP inh: TEAD-YAP interaction inhibition, primary screen, TEAD-YAP interaction inhibitor project, luminescence, HEK-TIYL cells; inhibition, % at 9.12 µM; AID 1259422, 2018; TEAD-Gal4/YAP UAS-luciferase luminescence; 640,000 compounds, 1.4% hits; in the data active = inhibition above about 32%;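 also: 0% = median of test compound wells and 100% = reference inhibitor wells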
GPR151 activ: activators of human GPR151, primary screen, cell-based, PathHunter beta-arrestin, luminescence | G-protein coupled receptor 151 (Homo sapiens), Q8TDV0 | PathHunter beta-arrestin GPR151 cells | activation, % at 11.2 µM | 650,000 compounds, 1% hits; in the data active = activation above about 4.9%;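 also: 0% = median of compound wells and 100% = cells with positive control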
Target sequence (Q8TDV0 whole entry, looked up): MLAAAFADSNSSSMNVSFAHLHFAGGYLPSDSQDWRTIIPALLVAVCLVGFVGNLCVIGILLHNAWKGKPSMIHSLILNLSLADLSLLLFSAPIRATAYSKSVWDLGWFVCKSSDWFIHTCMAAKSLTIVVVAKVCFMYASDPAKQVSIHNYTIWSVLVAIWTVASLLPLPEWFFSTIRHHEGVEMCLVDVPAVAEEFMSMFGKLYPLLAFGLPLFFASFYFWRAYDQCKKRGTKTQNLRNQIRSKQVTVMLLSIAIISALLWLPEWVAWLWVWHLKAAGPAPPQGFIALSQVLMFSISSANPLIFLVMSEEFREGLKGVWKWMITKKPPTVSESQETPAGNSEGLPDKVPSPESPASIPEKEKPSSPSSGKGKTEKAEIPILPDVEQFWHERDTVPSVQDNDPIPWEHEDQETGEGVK
MITF primary: MITF inhibitors, primary screen, biochemical, AlphaScreen, human. Microphthalmia-associated transcription factor (Homo sapiens), O75030. AlphaScreen MITF homodimerization, bead proximity signal. inhibition, % at 2.6 µM. 650,000 compounds, 0.91% hits. AID 1259374, 2018; in the data active = inhibition above about 50%;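 also: 0% = vehicle wells with protein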
Target sequence (O75030 whole entry, looked up): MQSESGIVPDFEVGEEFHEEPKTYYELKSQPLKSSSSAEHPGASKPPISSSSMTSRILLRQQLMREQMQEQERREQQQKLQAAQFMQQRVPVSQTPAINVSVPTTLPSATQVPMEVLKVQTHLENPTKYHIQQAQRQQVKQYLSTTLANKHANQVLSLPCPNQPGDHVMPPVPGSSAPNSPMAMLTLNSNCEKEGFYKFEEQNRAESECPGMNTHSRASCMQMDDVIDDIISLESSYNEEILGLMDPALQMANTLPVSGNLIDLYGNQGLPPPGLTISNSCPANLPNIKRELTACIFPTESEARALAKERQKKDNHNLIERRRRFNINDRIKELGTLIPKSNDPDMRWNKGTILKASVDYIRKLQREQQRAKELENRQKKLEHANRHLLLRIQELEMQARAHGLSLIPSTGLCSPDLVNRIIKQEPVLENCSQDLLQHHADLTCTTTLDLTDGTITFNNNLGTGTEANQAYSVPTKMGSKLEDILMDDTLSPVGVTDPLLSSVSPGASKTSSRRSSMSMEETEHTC
* marks the source's active call; other numbers are inactive results; & = joins results of further samples.

Letter code: A = FBW7 activator; B = TEAD-YAP inh; C = GPR151 activ; D = MITF primary
> Cc1[nH]c(=S)sc1CC(=O)Nc1cnn(-c2cccc(C(=O)Nc3ccc(N4CCOCC4)cc3)c2)c1
  A = -0.3	B = -10	C = -0.2	D = -11
> CCCOc1ccc(/C(O)=C2/C(=O)C(=O)N(CCCN(C)C)C2c2ccc(C(C)(C)C)cc2)c(C)c1 (configuration not stated)
  A = 0.1	B = 6	C = -0.4	D = 4
> O=C1NC(=O)C(=Cc2ccc(OC(=O)c3ccc(Cl)c(Cl)c3)cc2)C(=O)N1
  A = 0.2	B = 9	C = -1.3	D = 10
> CCCNC(=O)c1ccc2nc(Nc3ccc4ncccc4c3)sc2c1
  A = 0.3	B = 28	C = 0.0	D = 21
> O=C(c1cc(S(=O)(=O)N2CCOCC2)c(Cl)cc1Cl)N1CCOCC1
  A = 0.2	B = -10	C = 0.8	D = -2
> Cc1[nH]n(-c2cccc(Cl)c2)c(=O)c1C=Nc1ccc(I)cc1
  A = 0.0	B = -48	C = 0.5	D = -6
> COc1ccc(/C=C(\C#N)c2nc(-c3cccs3)cs2)cc1OC
  A = 0.2	B = -9	C = -1.4	D = 15
> COc1ccc(C(=O)N2c3ccc(F)cc3CCC2C)cc1 (configuration not stated)
  A = 0.6	B = 3	C = -1.4	D = 17
> NC1=NC(=O)C(CC(=O)NCC(=O)O)S1 (configuration not stated)
  A = 0.1	B = 4	C = -1.3	D = 12
> Cc1cc(NCc2cccc(C(F)(F)F)c2)nc(NC2CCC(O)CC2)n1 (configuration not stated)
  A = 0.1	B = 22	C = -1.5	D = 5
> Cc1cc(C)c(Cc2c(C)nc3c(C(=O)NCc4ccccc4)cnn3c2C)c(C)c1
  A = -0.1	B = 2	C = -1.4	D = 8
> CN(Cc1ccccc1)C(=O)c1nn2cccnc2c1Cl
  A = -0.1	B = 9	C = 0.0	D = -2
> Fc1ccc(Nc2nnc(-c3ccncc3)s2)cc1Cl
  A = 0.2	B = -17	C = 3.7	D = 7
> O=C(NC1CCCCC1)N1CCc2nc(N3CCOCC3)[nH]c(=O)c2C1
  A = 0.0	B = 8	C = -1.1	D = 14
> Cc1cc(C)c(C)c(OCCn2ccnc2)c1
  A = 1.6	B = -10	C = -0.6	D = 13
> CC(=O)NC1(c2ccccc2)CCN(C(C)=O)CC1
  A = -0.1	B = -5	C = 0.7	D = 0
> COc1cc(/C=C(\C#N)c2nn(CCO)c(N)c2C#N)ccc1OCc1ccc(C)cc1
  A = 0.4	B = -22	C = 3.1	D = -1
> CCN(CC)C(=O)CSc1nc2n[nH]c(C)c2c(=N)n1-c1cc(C)ccc1C
  A = 0.0	B = -32	C = -1.0	D = 12
> CCC(=O)Nc1c2c(nn1C(C)(C)C)CSC2
  A = 0.1	B = 2	C = 0.8	D = 2
> CCCCOc1ccc(C(=O)N/C(=C/c2ccccc2)C(=O)NCCO)cc1
  A = -0.1	B = 5	C = 0.1	D = 7
> CCOC(=O)c1ccc(NC(=O)CSc2nnc(CNC(=O)c3ccco3)n2-c2cc(C)ccc2C)cc1
  A = -0.1	B = 23	C = 0.5	D = -4
> O=C(CCC(=O)OCC(=O)c1ccc([N+](=O)[O-])cc1)Nc1ccccc1Cl
  A = 0.0	B = 0	C = -0.5	D = 5
> CCNC(=O)c1ccccc1-c1nc(-c2ccc(F)cc2)no1
  A = 0.1	B = 2	C = -1.1	D = -4
> COc1cc(C(=O)/C(=C/c2ccc(C)cc2)c2nc3ccccc3o2)cc(OC)c1OC
  A = -0.1	B = 5	C = -0.6	D = -11
> CC(C)Oc1ccc(C(=O)Nc2ccc(S(=O)(=O)N3CCCCC3c3cccnc3)cc2)cc1 (configuration not stated)
  A = -0.1	B = 23	C = 0.2	D = -1

Among those listed so far, 2 have an aryl thioether with sulfur outside any ring.
Letter code: A = FBW7 activator; B = TEAD-YAP inh; C = GPR151 activ; D = MITF primary
> CCN(CC)C(=O)CSc1nc2n[nH]c(C)c2c(=N)n1-c1cc(C)ccc1C
  A = 0.0	B = -32	C = -1.0	D = 12
> CCOC(=O)c1ccc(NC(=O)CSc2nnc(CNC(=O)c3ccco3)n2-c2cc(C)ccc2C)cc1
  A = -0.1	B = 23	C = 0.5	D = -4

Continued.
Letter code: A = FBW7 activator; B = TEAD-YAP inh; C = GPR151 activ; D = MITF primary
> CCOC(=O)c1c(C)[nH]c2c1-c1cc(Br)ccc1C(=O)C2=O
  A = 0.0	B = 1	C = 3.0	D = 10
> COc1ccc(-c2cccc(C(=O)NCCOc3ccccc3)c2)cc1
  A = 0.0&0.2	B = -4&-2	C = 0.9&-0.9	D = 0&0
> Cc1ccc(OCc2nc(-c3ccccc3)no2)c(C)c1
  A = -0.1	B = -61	C = -0.6	D = -5
> C=CCSc1nc2sc3c(c2c(=O)n1CC)CCCC3
  A = -0.2	B = 6	C = 0.2	D = -7
> COc1ccc(Nc2oc(COc3ccccc3F)nc2C#N)cc1
  A = 0.0	B = 3	C = 0.0	D = 4
> COc1ccc(C2CC(C(F)(F)F)n3ncc(C(=O)Nc4cccc(Cl)c4Cl)c3N2)cc1OC (configuration not stated)
  A = -0.1	B = -16	C = -1.3	D = -9
> CC(C)N1CCc2c(sc(NC(=O)C(c3ccccc3)c3ccccc3)c2C(N)=O)C1
  A = -0.1	B = -1	C = -0.4	D = 6
> COc1ccc(NC(=O)c2c(N)sc3c2CCC3)cc1
  A = 0.0	B = -6	C = 1.6	D = -5
> Cc1ccc2nc(/C(C#N)=C/c3ccc(OCc4c(F)cccc4Cl)cc3)[nH]c2c1
  A = -0.1	B = -49	C = 0.8	D = 5
> CCOC(=O)c1cc2occc2n1CC(=O)N1CCN(C(=O)c2ccco2)CC1
  A = -0.2	B = 1	C = -0.9	D = -7
> COCCNCCOc1c(Cl)cc(C)cc1Br
  A = -0.3	B = -3	C = -0.5	D = 64*
> COC(c1ccc2c(c1)CN(C(=O)CCn1cccn1)CCO2)C1CCCCC1 (configuration not stated)
  A = 0.4	B = 5	C = -0.6	D = 18
> CC1(C)C(C(=O)O)N2C(=O)C(NC(=O)C(N)c3ccccc3)C2S1=O (configuration not stated)
  A = -0.3	B = -6	C = -0.6	D = -2
> N=c1sccn1CC(=O)N1CCN(S(=O)(=O)c2ccc3ccccc3c2)CC1
  A = 0.1	B = 10	C = 3.7	D = -15
> O=C(CCc1ccccc1)N1CCN(c2ccc(F)cc2)CC1
  A = 0.6	B = 3	C = 0.1	D = 14
> Cn1c(SCC(=O)N2CCOCC2)nnc1-c1ccc(Cl)cc1Cl
  A = 0.2	B = -6	C = -0.2	D = 16
> CCC1OC23CCCCC2C(C#N)(C(=N)O3)C1(C#N)C#N (configuration not stated)
  A = 0.5	B = 10	C = 0.3	D = -3
> CCOC(=O)N1CCN(C(=O)C2CCNCC2)CC1
  A = 0.1	B = 0	C = -1.7	D = 12
> CC(=O)c1ccc(NC(=O)c2ccc(C(C)(C)C)cc2)cc1
  A = 0.0	B = -29	C = -0.1	D = -2
> Cn1ccnc1SCc1cc(=O)c(OC(=O)C2(c3ccc(Cl)cc3)CCCC2)co1
  A = -0.3	B = 2	C = 1.6	D = -6
> CCCCCCOc1ccc(C(CC(N)=O)C(=O)O)cc1 (configuration not stated)
  A = 0.2	B = 3	C = 0.2	D = 4
> O=S(=O)(c1cccc(S(=O)(=O)N2CCOCC2)c1)N1CCCC1
  A = 0.1	B = 3	C = 0.5	D = 10
> CC12Oc3ccccc3C(NC(=S)N1c1ccc(Br)cc1)C2C(=O)Nc1ccc(Cl)cc1 (configuration not stated)
  A = 0.2	B = 2	C = 0.4	D = 8
> O=c1cccc2n1CC1CC(C2)N(c2nc(N3CCCCC3)nc(N3CCCCC3)n2)C1 (configuration not stated)
  A = -0.2	B = -1	C = -0.4	D = 11
> CCOC(CCn1c(SCC(=O)NCCc2ccccc2)nc2ccccc2c1=O)OCC
  A = 0.0	B = 3	C = 2.5	D = 3
> c1cnc(Nc2nc(NC3CC3)c3[nH]cnc3n2)nc1
  A = 0.1	B = 12	C = -1.5	D = 10
> Cc1sc(NC(=O)c2ccco2)c(C(c2ccccc2)N2CCN(C)CC2)c1C (configuration not stated)
  A = -0.1	B = 4	C = -1.0	D = 12
> O=C(c1cccc([N+](=O)[O-])c1)N1CCN(c2ccccn2)CC1
  A = -0.2	B = 11	C = 0.2	D = 10
> COc1ccc(C(=O)NNC(=O)c2ccc(Cl)cc2Cl)cc1
  A = -0.1	B = 5	C = 2.6	D = 0
> COc1ccc(C2=C(c3ccc(OC)cc3)C3(c4ccccc4)C(=O)C2(c2ccccc2)C2C(=O)N(c4ccccc4)C(=O)C23)cc1 (configuration not stated)
  A = 0.0	B = 8	C = -0.3	D = 0
> CCCNC(=O)c1cc2nc(-c3ccc(Cl)c(Cl)c3)cc(C(F)(F)F)n2n1
  A = -0.1	B = -9	C = -0.3	D = -1
> Cc1c(C(=O)Nc2c3c(nn2-c2ccc(Cl)cc2)CSC3)cccc1[N+](=O)[O-]
  A = 0.0	B = -4	C = 1.1	D = 10
> COc1ccc(C2C(C(=O)Nc3ccc(C)c(F)c3)c3ccccc3C(=O)N2Cc2ccc(F)cc2)cc1 (configuration not stated)
  A = 0.2	B = -5	C = -0.6	D = 8
> COc1ccc(OC)c(C2C(C#N)=C(N)N(c3ncn[nH]3)C3=C2C(=O)CC(C)(C)C3)c1 (configuration not stated)
  A = 0.1	B = 6	C = -1.0	D = 4
> O=C(CSCc1ccc(Cl)cc1)NCCSCc1ccco1
  A = 0.0	B = -3	C = 7.8*	D = 5
> COCCNc1ccnc2c(-c3ccccc3Cl)cnn12
  A = 0.0	B = 58*	C = 0.5	D = 0
> CCOc1ccc(NC(=O)c2nn(-c3ccc(OC)cc3OC)c(=O)c3ccccc23)cc1
  A = 0.0	B = -3	C = 1.2	D = 16
> COC(=O)c1c(C)oc2ccc(N(C(C)=O)S(=O)(=O)c3ccc(C(C)(C)C)cc3)cc12
  A = -0.1	B = 8	C = -0.9	D = 2
> O=C(Nc1ccccc1)Nc1c(Cl)ncnc1Cl
  A = 0.1	B = 1	C = -1.6	D = -7
> CCC1(CC)OC(c2ccc(Cl)c(Cl)c2)Nc2ccccc21 (configuration not stated)
  A = -0.1	B = -7	C = 0.1	D = -9
> COc1cc(NC(=O)Nc2cccc(C(C)=O)c2)cc(OC)c1OC
  A = -0.1	B = 0	C = 4.2	D = 6
> NC(=O)c1ccc(Nc2nccc(-c3ccc(Cl)cc3)n2)cc1
  A = 0.0	B = 23	C = 5.6*	D = 8
> Cc1nc(N2CCCC(NCCC(C)C)CC2)nc2ccc(F)cc12 (configuration not stated)
  A = 0.4	B = -2	C = 0.9	D = 4
> Cc1ccc(C(=O)C2=NN(c3ccccc3)C(=O)C2(O)C(C#N)C#N)cc1 (configuration not stated)
  A = -0.1	B = 1	C = 2.5	D = 2
> O=C(COc1ccccc1)N/N=C/c1ccc(OC2OC(CO)C(O)C(O)C2O)cc1 (configuration not stated)
  A = -0.1	B = -2	C = 1.3	D = 1
> CC(C)CN(CC(C)C)S(=O)(=O)c1ccc(C(=O)Nc2sc3c(c2C(N)=O)CCN(C(C)C)C3)cc1
  A = -0.1	B = 11	C = 2.0	D = 6
> CCC(=O)Nc1ccc(C(C)CC)cc1 (configuration not stated)
  A = 0.0	B = -25	C = 0.3	D = 4
> Cc1ccc(N2C(=O)c3ccc(F)cc3C2=O)c(C)c1
  A = 0.1	B = 9	C = 0.3	D = -10
> CN(NC(=O)NN)c1ncc(C(F)(F)F)cc1Cl
  A = 0.1	B = -2	C = -0.1	D = 10
> COc1ccc(NC(=O)CCN2CCCCC2)cc1
  A = -0.2	B = -14	C = -1.7	D = -11

Only FBW7 activator and TEAD-YAP inh, for 5 of the compounds above:
Structure,FBW7 activator,TEAD-YAP inh
Cc1cc(NCc2cccc(C(F)(F)F)c2)nc(NC2CCC(O)CC2)n1 (configuration not stated),0.1,22
Cc1cc(C)c(Cc2c(C)nc3c(C(=O)NCc4ccccc4)cnn3c2C)c(C)c1,-0.1,2
CN(Cc1ccccc1)C(=O)c1nn2cccnc2c1Cl,-0.1,9
Fc1ccc(Nc2nnc(-c3ccncc3)s2)cc1Cl,0.2,-17
O=C(NC1CCCCC1)N1CCc2nc(N3CCOCC3)[nH]c(=O)c2C1,0.0,8

Continuation.
Letter code: A = FBW7 activator; B = TEAD-YAP inh; C = GPR151 activ; D = MITF primary
> Cc1ccc(CNc2ncnc(N)c2[N+](=O)[O-])cc1
  A = -0.2	B = -1	C = -1.1	D = 5
> Cc1ccc(Cl)cc1N1CCN(C(=O)CCN2N=C(c3ccccc3)CCC2=O)CC1
  A = 0.0	B = 8	C = 0.1	D = 4
> CN(C)CCN(Cc1cccc(F)c1)C(=O)Nc1ccc(-c2cn[nH]c2)cc1
  A = 0.0	B = -15	C = -2.1	D = 3
> COc1ccc(-c2cc(C#N)on2)cc1
  A = -0.1	B = -2	C = 0.8	D = -4
